# Screening results (PubChem)
# IP6K1 inh = inhibitors of human IP6K1; AID 1645851; activity change, % (series mostly up to about 58 µM); IP6K1 kinase, ADP-Glo luminescence, 2 h; active compounds read low; Q92551; actives 0.81% (n = 140,000); in the data active means activity change below about -25%
# Target sequence (Q92551 whole entry, looked up): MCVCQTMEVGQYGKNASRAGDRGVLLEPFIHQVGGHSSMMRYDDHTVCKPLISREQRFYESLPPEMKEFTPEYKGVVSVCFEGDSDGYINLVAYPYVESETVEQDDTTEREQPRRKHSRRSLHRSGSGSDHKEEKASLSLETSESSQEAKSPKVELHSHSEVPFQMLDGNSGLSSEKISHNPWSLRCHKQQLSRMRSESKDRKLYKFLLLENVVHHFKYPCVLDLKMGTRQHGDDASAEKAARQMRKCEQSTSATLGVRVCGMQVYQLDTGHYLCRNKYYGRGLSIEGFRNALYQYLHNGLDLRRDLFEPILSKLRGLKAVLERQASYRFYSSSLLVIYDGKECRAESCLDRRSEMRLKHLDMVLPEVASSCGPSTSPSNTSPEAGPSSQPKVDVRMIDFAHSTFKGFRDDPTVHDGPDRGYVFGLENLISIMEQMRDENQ
#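 ADP-Glo luminescence measures ADP made by human IP6K1 during a 2 h RT reaction with ATP/IP6 (mix at 1.3 mM/130 uM); top library doses 57.5 and 19.1 uM final.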
# SNCA expr inhib = inhibitors of alpha-synuclein (SNCA) gene expression; Potency, µM (highest dose often 57.2 µM), without a hit: at the top dose activity change, negative = inhibition, hits mostly inhibitors; HEK-293 SNCA-luciferase knock-in, luminescence, 24 h; actives 0.17% (n = 140,000);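 further: potency means the concentration at half of the fitted maximal effect; plate controls were DMSO cells for no effect and cell-free wells for full effect; nearly all actives have a fitted effect of over 45% in size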
# HEK293 viab = cell viability loss counter-screen | HEK-293-SNCA-luc viability, GF-AFC fluorescence, 24 h | Potency, µM (top dose mostly 57.1 µM), for inactives: at the highest dose activity change, negative = cytotoxicity, actives largely listed as cytotoxic | AID 1671193 | actives 0.12% (n = 150,000);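 further: potency means the concentration at half of the fitted maximal effect; 0% = DMSO-treated cells and -100% = medium-only wells without cells; nearly all actives have a fitted effect of over 30% in size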
#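 Cytotoxicity counterscreen: after 24 h compound treatment of genome-edited SNCA-luciferase HEK-293 cells, live-cell protease substrate GF-AFC read by fluorescence after 30 min; activity scaled between DMSO (0%) and medium-only (-100%), curves Hill-fitted.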
# HEK cytotox = kills HEK 293 cells | AID 1345083 | actives 6.6% (n = 94,000) | HEK 293 viability, ATP luminescence (CellTiter-Glo), 48-72 h | Potency, µM (doses to about 115 µM), without a hit: top-dose activity change, negative = cytotoxicity, actives largely listed as inhibitors; further: potency means the concentration at half of the fitted maximal effect; nearly all actives have a fitted effect of over 60% in size
#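 Viability of HEK 293 cells, plated at 250 cells/well, was judged by cellular ATP after compound treatment for 48 or 72 hr. Luminescence was imaged 10 min after CellTiter-Glo addition at room temperature.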
# GPT2 inh = blocks human glutamate pyruvate transaminase 2; Potency, µM (titrated, usually from 57.7 µM), for inactives: at the highest dose activity change, negative = inhibition, most hits filed as inhibitors; Recombinant GPT2, coupled pyruvate oxidase/HRP Amplex Red fluorescence; actives 0.25% (n = 100,000); AID 1671188; further: potency means the concentration at half of the fitted maximal effect; nearly all actives have a fitted effect of over 60% in size; many of its hits are not listed in these tables
#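 Recombinant GPT2 (10ng/uL) with 250uM a-KG and 2mM L-alanine, 30 min at room temperature, in HEPES pH 7.5 buffer. Pyruvate detected by pyruvate oxidase/HRP/Amplex Red fluorescence after 30 min in the dark; AOA (50uM) as positive control.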
# Luciferase inh = blocks purified firefly luciferase enzyme activity. P08659. purified P. pyralis luciferase, luminescence, biochemical. Potency, µM (top dose mostly 115 µM), for inactives: at the highest dose activity change, negative = inhibition, most hits filed as inhibitors. actives 2.5% (n = 76,000); further: potency means the concentration at half of the fitted maximal effect; nearly all actives have a fitted effect of over 65% in size
# Target sequence (P08659 whole entry, looked up): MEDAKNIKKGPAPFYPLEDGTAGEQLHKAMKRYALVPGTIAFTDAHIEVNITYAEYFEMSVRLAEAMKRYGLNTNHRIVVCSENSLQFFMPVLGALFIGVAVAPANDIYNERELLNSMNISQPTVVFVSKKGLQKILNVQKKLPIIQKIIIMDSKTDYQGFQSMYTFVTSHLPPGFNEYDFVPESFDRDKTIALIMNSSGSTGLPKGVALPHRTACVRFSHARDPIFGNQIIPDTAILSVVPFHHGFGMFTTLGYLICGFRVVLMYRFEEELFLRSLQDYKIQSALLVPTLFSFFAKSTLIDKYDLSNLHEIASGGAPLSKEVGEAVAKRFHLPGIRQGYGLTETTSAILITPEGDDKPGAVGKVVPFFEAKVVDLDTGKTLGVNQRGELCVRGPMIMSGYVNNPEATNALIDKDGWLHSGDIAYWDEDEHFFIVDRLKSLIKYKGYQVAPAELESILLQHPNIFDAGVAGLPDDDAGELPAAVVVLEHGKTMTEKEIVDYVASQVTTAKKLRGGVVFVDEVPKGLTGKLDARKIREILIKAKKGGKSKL
#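 Cell-free enzyme assay, 10nM P. pyralis luciferase, luciferin and ATP each at 10uM. Inhibition profiled over a 6-point titration, read as luminescence.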
# NIH3T3 tox = NIH 3T3 cell cytotoxicity; Potency, µM (series often up to 96.7 µM), for inactives: at the highest dose activity change, negative = cytotoxicity, actives largely listed as inhibitors; AID 1345082; NIH 3T3 viability, CellTiter-Glo ATP luminescence, 48-72 h; actives 4.3% (n = 94,000); further: potency means the concentration at half of the fitted maximal effect; nearly all actives have a fitted effect of over 55% in size
#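 Cytotoxicity was measured by CellTiter-Glo ATP luminescence after 48 or 72 h compound exposure at 37 °C. Mouse NIH 3T3 fibroblasts were seeded at 400 cells/well and dosed by 23 nL pin transfer.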
# An asterisk follows results filed as active; i = inactive; ? = inconclusive; . = no result given; [ ] = remark or other dose. Unless noted, the call rests on the fitted dose curve; in most records, active means well fitted curve in the direction sought with a large enough effect; inconclusive means small, poorly fitted or top-dose-only effect, or another doubt; inactive means no such curve, though single readings can be large; an effect the other way counts as inactive or inconclusive. Unless noted, on the % scale 0 is the no-effect control and ±100 the full control effect.
cpd	smiles	IP6K1 inh	SNCA expr inhib	HEK293 viab	HEK cytotox	GPT2 inh	Luciferase inh	NIH3T3 tox
1	O=C(c1ccccc1F)N1CCC(C(=O)N2CCC(c3ccccc3)CC2)CC1	11	4%	6%	?	?	.	-30%
2	Fc1cccc(-n2nc(C3CCOC3)nc2CC2CC2)c1 (configuration not stated)	4	-29%	3%	-24%	i	10%	-11%
3	COc1ccc(C(=O)N2Cc3ccccc3C(O)C2)c(OC)n1 (configuration not stated)	7	27%	0%	-11%	-10%	-8%	-7%
4	CCc1ccc(NC(=O)Cn2c(=O)n(CCC(=O)NCCc3ccc(Cl)cc3)c(=O)c3ccccc32)cc1	24	21%	2%	.	.	.	.
5	Cc1cccc(NC(=O)Cn2c(=O)n(CCc3ccccc3)c(=O)c3ccccc32)c1	0	26%	5%	.	.	.	.
6	O=C1CC2(CCN(Cc3cccnc3)CC2)Oc2ccccc2N1	5	-23%[87.6 µM]	?	-21%[172 µM]	i	-22%[172 µM]	-15%[138 µM]
7	O=C(NCCc1ccccc1)N1CCc2nnc(C3CC3)n2CC1	-6	2%	-18%	1%	i	.	-9%
8	Cc1cccc(-c2noc([C@@H]3Cc4nc[nH]c4CN3C(=O)Nc3cccc(F)c3)n2)c1	0	-26%[87.6 µM]	?	71µM*	0%[88.5 µM]	63µM*	35µM*
9	CN(CC1(C)CCOCC1)C(=O)c1ccc(Cl)s1	3	18%	-1%	-26%	i	-25%	-10%
10	CCCCNC(=O)CCCn1c(=O)c2ccccc2n(Cc2cccc(Cl)c2)c1=O	-10	-16%	-8%	.	.	.	.
11	CNC(=O)[C@@H]1CN(C(=O)c2cocn2)C[C@H]1COC	13	0%	-3%	-18%	i	-1%	4%
12	COc1ccc(CC(=O)N[C@@H]2CN(C)C[C@H]2CN(C)C)cc1	-17	6%	0%	i	0%	8%	4%
13	Cc1ccc(-c2nccc3c(=O)cc(N4CCN(C)CC4)oc23)cc1	-8	5%[87.6 µM]	-11%[87.6 µM]	i	5%[88.5 µM]	0%[172 µM]	-83%[138 µM]
14	COc1ccc(C(=O)N2CCN(Cc3cc(=O)n4nc(-c5ccccc5C)sc4n3)CC2)cc1OC	11	2%	5%	.	.	.	.
15	COC(=O)[C@H]1[C@H]2C[C@@H]3c4[nH]c5cc(OC)ccc5c4CCN3C[C@H]2C[C@@H](OC(=O)COc2ccc(OC)cc2)[C@@H]1OC	17	4%[25.6 µM]	18%[23.9 µM]	.	3%	.	.
16	COc1cccc(-c2nc(SCc3cc(=O)c4ccc(C)c(C)c4[nH]3)n[nH]2)c1	-11	-20%	-1%	.	.	.	.
17	CN(C)CCNC(=O)c1nc2nc(-c3ccccc3)c(-c3ccccc3O)cc2n1C	-1	33%[activator][87.6 µM]	-2%[87.6 µM]	?	3%[88.5 µM]	14%[172 µM]	79µM*
18	CCn1ncc(N2CCC(NC(=O)c3ccc(OC)c(OC)c3)CC2)cc1=O	12	11%	13%	2%	i	-4%	5%
19	O=C(c1cccc(Cl)c1)N1CCC[C@H]1c1nc(-c2ccccc2)no1	6	15%	-24%	?	i	8%	?
20	COCCn1c(=O)n([C@H]2CCCN(C(=O)c3nn(C)c4ccccc34)C2)c2ncccc21	23	10%	11%	?	i	0%	-23%
21	O=C(CCn1ccn2nc3c(c2c1=O)CCCC3)NCCc1cccs1	-4	17%	-4%	-27%	1%	2%	-9%
22	Cc1cc(C)n(-c2cccc(CN3CCCC(O)(CN(C)C)C3)c2)n1 (configuration not stated)	-10	13%	-2%	-5%	0%	13%	-1%
23	O=C(Nc1ccccc1)N1CCn2c(nnc2C2CC2)C1	-1	-5%[87.6 µM]	4%[87.6 µM]	1%[172 µM]	-20%[88.5 µM]	.	-17%[138 µM]
24	Cc1cccc(C(=O)NCc2cn3cccc(C)c3n2)c1	53	40%[activator]	-17%	.	.	.	.
25	C#CCNC(=O)c1nc2sccn2c1Br	16	20%[87.6 µM]	4%[87.6 µM]	-4%[172 µM]	?	-7%[172 µM]	?
26	COc1ccc(-n2ncc3c(NCCCOC(C)C)ncnc32)cc1	5	195%[activator]	-2%	.	.	.	.
27	O=C1CC(c2ccccc2)N(Cc2ccncc2)CCCN(C(=O)C2CCC2)CCN1 (configuration not stated)	0	?	-2%	4%	i	7%	-10%
28	COCCNc1ncc(C(=O)O)c(C)n1	-14	2%	8%	-1%	3%	0%	-9%
29	Cc1ccc2c(c1)cc1c(=O)n(CC(=O)NCc3ccco3)nc(C)n12	-16	-5%	0%	.	.	.	.
30	CC(NC(=O)Cc1ccc(N(Cc2ccc(F)cc2)C(=O)c2ccco2)cc1)c1ccccc1 (configuration not stated)	-6	-10%	-3%	?	i	-2%	?
31	CCc1ccc(S(=O)(=O)Nc2cccn3nc(CC)nc23)cc1	10	-18%	10%	?	-24%	-1%	?
32	O=C1CCC2(CNC(=O)c3cc(F)ccc3F)CCC=C2N1 (configuration not stated)	-2	17%	12%	i	-6%	2%	3%
33	O=C([C@@H]1C[C@H](F)CN1S(=O)(=O)c1cccs1)N1CCCCC1	11	7%	-6%	2%	0%	-3%	i
34	Cc1cc(C(=O)C(=O)Nc2nnc(C(C)C)s2)c(C)n1-c1ccccc1	1	?	26%	.	.	.	.
35	O=C(Nc1cc2c(cc1C(=O)c1ccccc1Cl)OCCO2)c1ccccc1	0	-17%	8%	.	.	.	.
36	Cc1ccc(-c2cc3c(ccn3C(C)C)c(C(=O)NCc3c(C)cc(C)[nH]c3=O)n2)cn1	-14	-22%[87.6 µM]	-10%[87.6 µM]	?	i	?	79µM*
37	O=C(c1ccc2c(c1)OCO2)N1CCN2C(=O)N(Cc3ccccc3)C[C@H]2C1	6	0%[87.6 µM]	-8%[87.6 µM]	-25%[172 µM]	i	4%[172 µM]	-18%[138 µM]
38	CCOc1ccc(CCNc2ncnc3onc(-c4ccc(Cl)cc4)c23)cc1OCC	-7	-14%	-20%	.	.	.	.
39	O=C(c1cc(F)ccc1F)N1CCCC(Cc2nncn2CC2CC2)C1 (configuration not stated)	-7	12%	-14%	-11%	-7%	-11%	-15%
40	Cc1noc2c(-c3ccc(N4CCOCC4)cc3)cc(-c3cccnc3)nc12	0	?	28%[87.6 µM]	?	?	-11%[172 µM]	?
41	COCCN(C)C(=O)c1ccc2c(c1)NC(C)(COc1cccnc1)CO2 (configuration not stated)	-8	-27%[87.6 µM]	9%[87.6 µM]	?	-4%[88.5 µM]	2%[172 µM]	?
42	CC(C)c1noc(-c2cn(C3CCN(C(=O)c4cccc(C#N)c4)C3)nn2)n1 (configuration not stated)	7	16%	1%	?	i	5%	-12%
43	COc1cccc(-c2cnc3[nH]cc(CC(=O)NCc4cccnc4)c3c2)c1	-27*	4%[87.6 µM]	0%[87.6 µM]	?	5%[88.5 µM]	-22%[172 µM]	?
44	CNC(=O)c1cc(C)nc2onc(C3CCN(C(=O)c4ccc(Cl)cc4)CC3)c12	3	.	.	i	.	.	-10%
45	O=C(NCc1cc(F)ccc1F)c1csc(N2CCN(c3ccccc3F)CC2)n1	-1	?	?	?	-8%	-13%	?
46	COc1cccc(N2C(=O)NC(=NC3CCCC3)C23CCCN(Cc2ccc(N(C)C)cc2)C3)c1 (configuration not stated)	-6	?	-13%	?	-1%	.	?
47	O=C(c1ccncc1)N1C[C@@H]2OCC(=O)N(Cc3ccncc3)[C@@H]2C1	-7	9%[87.6 µM]	1%[87.6 µM]	i	1%[88.5 µM]	-6%[172 µM]	-3%[138 µM]
48	Cc1ccc2occ(CC(=O)N(Cc3ccc(Cl)cc3)Cc3ccco3)c2c1	-12	127%[activator]	5%	.	.	.	.
49	O=C(C1CCC1)N1CCc2cc(S(=O)(=O)NCCc3ccccc3)ccc21	-4	3%	9%	.	.	.	.
50	Cc1ccc(Cl)cc1-n1c(=O)cc(N2CCN(c3ccc(F)cc3)CC2)[nH]c1=O	-9	8%	3%	.	.	.	.
51	CN1CCC(OC2CCN(C(=O)c3ccc(Br)cc3)CC2)CC1	-9	2%	5%	?	i	2%	-22%
52	COc1ccc(-c2cc(N3CCC(NC(=O)CCCc4ccccc4)CC3)n[nH]2)cc1	8	-27%	-10%	?	-20%	0%	?
53	CN(CCc1ccccn1)[C@H]1[C@@H]2OC[C@@H](O2)[C@@H](NCc2ccc(OC(F)(F)F)cc2)[C@@H]1O	-12	-14%	4%	?	i	-2%	-16%
54	O=C(Nc1ccccc1F)C1c2ccccc2C(=O)N(Cc2ccccc2)C12CCCC2 (configuration not stated)	10	-22%	-2%	?	-4%	4%	?
55	COc1ccc(Nc2ccnc(N3CCC(C(=O)NC(C)C)CC3)n2)cc1	-20	10%	3%[12.5 µM]	?	4%	.	?
56	CCc1nncn1C1CCN(S(=O)(=O)c2ccc(Cl)c(C)c2)CC1	9	-4%	5%	?	i	-6%	?
57	Cc1noc(CN2CCc3nc(-c4ccc(F)cc4F)[nH]c3C2)n1	0	14%	-18%	3%	0%	-21%	-5%
58	Cc1ccc(CNC(=O)N2CCC(Oc3ncccc3C(=O)N3CCOCC3)C2)cc1 (configuration not stated)	15	2%	8%	-20%	i	-5%	i
59	CC(C)c1nnc2ccc(N3CCN(C(C)C)CC3)nn12	0	7%	?	-4%	?	-9%	-17%
60	Cc1cccc(-c2nc3c4ccccc4n(CC(=O)Nc4cc(F)ccc4F)c(=O)n3n2)c1	9	84%[activator]	2%	.	.	.	.

# (continued)
cpd	smiles	IP6K1 inh	SNCA expr inhib	HEK293 viab	HEK cytotox	GPT2 inh	Luciferase inh	NIH3T3 tox
61	Cc1ccc(CN2CCc3nc(N4CCN(c5ccccc5F)CC4)ncc3C2)cc1C	5	-10%	19%	.	.	.	.
62	Cc1ccc(NC(=O)CCn2c(=O)c3cccn3c3ccccc32)cc1C	27	18%	3%	.	.	.	.
63	CCCNC(=O)N1CC[C@@H](CC(=O)O)[C@@H](CC2=NCCc3ccc(C(C)(C)C)cc32)C1	10	8%[87.6 µM]	-7%[87.6 µM]	-4%[172 µM]	2%[88.5 µM]	-3%[172 µM]	?
64	Cc1ccc(-n2c(C3CCN(C(=O)c4ccccc4OC(F)(F)F)CC3)n[nH]c2=O)cc1	14	17%	8%	4%	i	16%	-9%
65	COCC(=O)N1CCC(N2C(=O)C3(CCCCC3)C2c2ccccc2)CC1 (configuration not stated)	-9	22%	-7%[12.5 µM]	-5%	5%	1%	?
66	CCCCOc1ccccc1Cn1c(=O)sc2ccccc21	-8	-3%	-1%	.	.	.	.
67	CCCn1nc(C)c(-c2cc(C(=O)N3CCCCC3c3noc(COCC4CC4)n3)[nH]n2)c1C (configuration not stated)	-17	-12%	?	?	4%	.	?
68	CC(C)(C#N)c1ccc(-c2cc(CO)ccn2)cc1	7	7%	1%	?	?	32µM*	?
69	Cc1ccccc1C(=O)N1CCC(c2nn(-c3ccccc3)c(=O)[nH]2)CC1	11	-8%	-4%	?	-16%	-7%	-25%
